# From PubChem BioAssay
# FBPA Giardia inh – blocks Giardia fructose-bisphosphate aldolase activity | Potency, µM (titrated, usually from 59.6 µM), for inactives: at the highest dose activity, negative = inhibition, usual class: inhibitors | purified Giardia FBPA | actives 0.71% (n = 290,000) | A8B2U2; further: potency means the concentration at half of the fitted maximal effect; nearly all actives have a fitted effect of over 55% in size
# Target sequence (A8B2U2 whole entry, looked up): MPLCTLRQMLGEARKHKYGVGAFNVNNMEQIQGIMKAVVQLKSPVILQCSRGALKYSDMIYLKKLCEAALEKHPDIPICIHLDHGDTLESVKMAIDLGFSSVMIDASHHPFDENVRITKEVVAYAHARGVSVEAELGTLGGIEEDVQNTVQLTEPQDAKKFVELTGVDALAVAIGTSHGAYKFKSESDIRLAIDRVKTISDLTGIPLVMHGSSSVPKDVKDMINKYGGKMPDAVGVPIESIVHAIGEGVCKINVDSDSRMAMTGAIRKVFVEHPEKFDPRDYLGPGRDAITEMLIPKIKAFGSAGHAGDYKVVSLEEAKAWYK
#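 40 nM FBPA preincubated 10 min at RT with compound (up to 57.5 uM final), then substrate plus GAPDH/TPI/NAD/arsenate coupling and diaphorase/resazurin added. Fluorescence read after 20 min at RT, 525/598 nm.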
# HCMV antiviral – blocks human cytomegalovirus replication; AID 1259415; HFF cells, HCMV-luciferase reporter, 72 h; stronger effect = lower value; activity change, negative = inhibition, % at 57.5 µM; actives 4.5% (n = 410,000); in the data active means activity change below about -60%; inconclusive means no clear call, values can overlap the other calls; inactive means above about -39%
#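 Cell-based, HFFs, 1000 cells/well, 16 h 37C; cpds in DMSO + HCMV-luc, MOI 1 PFU/cell; 72 h 37C; OneGlo luminescence after 5 min RT; norm. to buffer vs Salinomycin 10uM.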
# HCV inh – blocks hepatitis C virus; Huh7.5.1 HCVcc-Cre infection, luciferase reporter, 44 h; Potency, µM (titrated, usually from 41.8 µM), inactives show top-dose activity change, negative = inhibition, actives largely listed as inhibitors; actives 3.4% (n = 340,000); AID 651820; further: potency means the concentration at half of the fitted maximal effect
#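 Infectious HCVcc-Cre (~0.5 moi) was added to cells just after compound, with cells seeded 4 h earlier at 1,000 per well. Luciferase activity after 44 h culture reported infection; substrate was incubated 15 min at room temperature before reading.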
# Sm TGR block – blocks Schistosoma mansoni thioredoxin glutathione reductase. actives 3% (n = 360,000). Q962Y6. purified TGR, DTNB reduction, TNB absorbance 405 nm. AID 485364. Potency, µM (series often up to 114 µM), without a hit: at the highest dose activity change, negative = inhibition, usual class: inhibitors; further: potency means the concentration at half of the fitted maximal effect; nearly all actives have a fitted effect of over 60% in size
#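 First, TGR (20 nM dispensed) and NADPH were mixed with compound. Second, a 15 min room-temperature incubation followed. Third, further NADPH and then DTNB were added to start the reaction. Finally, TNB absorbance was monitored kinetically.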
# AmpC detergent – AmpC beta-lactamase inhibition with detergent present | P00811 | AmpC hydrolysis of nitrocefin, absorbance 480 nm, 0.01% Triton | Potency, µM (series often up to 114 µM), inactives show at the top dose activity change, negative = inhibition, hits mostly inhibitors | actives 0.041% (n = 370,000) | AID 485294;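 further: potency means the concentration at half of the fitted maximal effect; 0% = no-compound wells and -100% = no-enzyme wells; nearly all actives have a fitted effect of over 25% in size; some results filed as inactive show a strong effect at the top dose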
# Target sequence (P00811 whole entry, looked up): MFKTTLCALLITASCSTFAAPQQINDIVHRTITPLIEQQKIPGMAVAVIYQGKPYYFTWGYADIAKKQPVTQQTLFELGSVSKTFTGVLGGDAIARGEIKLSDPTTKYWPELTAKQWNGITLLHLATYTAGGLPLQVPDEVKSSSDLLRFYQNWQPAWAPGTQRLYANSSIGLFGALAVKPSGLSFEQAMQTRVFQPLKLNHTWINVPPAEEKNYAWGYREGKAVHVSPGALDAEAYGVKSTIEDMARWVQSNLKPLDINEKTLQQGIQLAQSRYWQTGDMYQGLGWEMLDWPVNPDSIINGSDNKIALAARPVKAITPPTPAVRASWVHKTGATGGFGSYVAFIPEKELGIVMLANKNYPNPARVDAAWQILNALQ
#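 AmpC (5.3 nM in the dispensed reagent) in 20 mM phosphate pH 7.0 with 0.01% (detergent screen) or 0.0001% Triton X-100 was preincubated with compounds for 15 min at room temperature. Nitrocefin was then added from an 800 uM solution, and hydrolysis was followed at 480 nm.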
# AmpC inh no detg – AmpC beta-lactamase inhibition without detergent; AmpC nitrocefin hydrolysis, absorbance 480 nm, 0.0001% Triton; P00811; Potency, µM (titrated, usually from 57.1 µM), without a hit: at the highest dose activity change, negative = inhibition, most hits filed as inhibitors; actives 0.52% (n = 330,000);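 further: potency means the concentration at half of the fitted maximal effect; plate controls were no compound for no effect and no enzyme for full effect; nearly all actives have a fitted effect of over 20% in size; some results filed as inactive show a strong effect at the top dose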
#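 20 mM phosphate pH 7.0 + 0.01% (detergent screen) or 0.0001% Triton X-100; 5.3 nM AmpC reagent; cpd preinc 15 min RT; nitrocefin (800 uM stock) to start; A480 q20 s × 4 min; Activity was normalised to no-enzyme and no-compound control wells.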
# Active calls of the source: *; ? = inconclusive; . = no result given; [ ] = remark or other dose. Unless noted, the call rests on the fitted dose curve; in most records, active means well fitted curve in the direction sought with a large enough effect; inconclusive means small, poorly fitted or top-dose-only effect, or another doubt; inactive means no such curve, though single readings can be large; an effect the other way counts as inactive or inconclusive. Unless noted, on the % scale 0 is the no-effect control and ±100 the full control effect.
# The first 3 compounds as a preview:
# Below each SMILES: FBPA Giardia inh | HCMV antiviral | HCV inh | Sm TGR block | AmpC detergent | AmpC inh no detg
O=C(CSc1cc(Cl)ccc1Cl)NC1CCCC1
 : -2% | -20 | -2% | -3% | 3% | -13%
COc1ccc(-c2c3c(nc4sc(C(=O)Nc5cc(C)on5)c(N)c24)CCC3)cc1
 : 0% | ? | ? | -6% | -1% | -31%
C#CCOc1ccc(OC)cc1C(c1c(C)[nH][nH]c1=O)c1c(C)[nH][nH]c1=O
 : -17% | . | 21% | 0% | -14% | -7%

# Main list, repeating the preview:
# Below each SMILES: FBPA Giardia inh | HCMV antiviral | HCV inh | Sm TGR block | AmpC detergent | AmpC inh no detg
O=C(CSc1cc(Cl)ccc1Cl)NC1CCCC1
 : -2% | -20 | -2% | -3% | 3% | -13%
COc1ccc(-c2c3c(nc4sc(C(=O)Nc5cc(C)on5)c(N)c24)CCC3)cc1
 : 0% | ? | ? | -6% | -1% | -31%
C#CCOc1ccc(OC)cc1C(c1c(C)[nH][nH]c1=O)c1c(C)[nH][nH]c1=O
 : -17% | . | 21% | 0% | -14% | -7%
COC(=O)Cn1c(N2CCCC2)nc2c1c(=O)n(C)c(=O)n2C
 : -13% | 4 | 11% | 15% | 6% | -7%
CN1CCN(C(=O)c2ccc(COc3ccc(C(C)(C)C)cc3)o2)CC1
 : -1% | 79 | -19% | -26% | ? | 107%[activator]
COc1ccc(OC)c(S(=O)(=O)NC2CC(=O)N(c3cccc(F)c3)C2)c1 (configuration not stated)
 : . | -27 | 0%[8.37 µM] | -4% | ? | ?
Cc1ccc2c(c1)/C(=C/c1ccccc1F)C(=O)N2
 : -13% | 4 | ? | 0% | -5% | -29%
O=C(c1ccco1)N1CCC(c2nc3c(nnn3Cc3ccccc3Cl)c(=O)[nH]2)CC1
 : 2% | -12 | 7% | 0% | -11% | 30%
Cc1ccc2nc(SCC(=O)c3ccc4c(c3)NC(=O)CO4)[nH]c2c1
 : 0% | 33 | ? | -3% | 1% | -23%
Cc1ccc(-n2c(SCc3ccccc3F)nc3[nH]ncc3c2=O)cc1Cl
 : . | ? | . | 16% | 12% | .
CCn1c(SCC(=O)O)nnc1-c1ccccc1OC
 : -23% | 2 | 21% | 2% | -9% | -28%
Cc1ccc(NC(=O)CN(C)C(=O)c2cccnc2Nc2cccc(C(F)(F)F)c2)cc1
 : . | -60* | ? | 5% | 1% | 45%
CCN1CCN(C(=O)C2CCC(=O)N(Cc3cccc(C(F)(F)F)c3)C2)CC1 (configuration not stated)
 : -5% | ? | 6% | -9% | -6% | 24%
C=CCn1c(SCC(=O)N2CCOCC2)nnc1C(C)NC(=O)c1ccccc1 (configuration not stated)
 : . | 6 | 0% | -18% | -9% | 43%
COC(=O)c1ccc(NC(=O)C(=O)c2cccn2C)cc1
 : -1% | 79 | -7% | 1% | ? | 8%
O=C1CCC([N+](=O)[O-])C(c2ccccc2Br)N1 (configuration not stated)
 : -4% | -6 | 11% | -2% | 7% | -6%
CN(C(=O)Cn1nnc2ccccc2c1=O)C1CCCCC1
 : 4% | -29 | 15% | 1% | -3% | -4%
O=C(c1c(Cl)nc2sccn12)N1CCCc2ccccc21
 : -17% | -18 | 12% | -19% | 1% | -18%
COc1ccccc1NC(=O)C(C)OC(=O)CCNS(=O)(=O)c1cccc(C(F)(F)F)c1 (configuration not stated)
 : . | -34 | ? | -2% | 8% | 10%
C=C(C)C(=O)Oc1ccc(N2C(=O)[C@@H]3C4C=CC(C4)[C@@H]3C2=O)cc1
 : -4% | -5 | 27% | ? | ? | 0%
O=C(Nc1nc2ccc3ccccc3c2s1)c1ccc(N2CCCCC2)c([N+](=O)[O-])c1
 : -1% | ? | 7% | 2% | -12% | -18%
CCOc1cc(C=O)ccc1OCc1cc(=O)n2cc(C)ccc2n1
 : -1% | ? | 7% | 3% | 5% | -10%
Cc1ccc(NC(=O)CN(C)C(=O)c2cccc(S(=O)(=O)N3CCc4ccccc43)c2)cc1
 : . | -23 | ? | 5% | -13% | 4%
CCCCNc1ccc(C(CC(N)=O)NC(=O)c2cc(C)cc(C)c2)cc1[N+](=O)[O-] (configuration not stated)
 : 2% | 2 | 11% | -9% | -17% | -50%
Cc1ccccc1C(=O)Nc1nnc(-c2ccncc2)o1
 : 7% | -8 | 2% | 11% | -1% | -10%
Cc1ccc(-c2csc(NC(=O)C[n+]3cc(-c4ccc(C)cc4)n4c3CCC4)n2)cc1
 : 3% | -27 | 3.5µM* | -5% | -8% | 136%[activator]
O=C(COC(=O)Cc1cccc(C(F)(F)F)c1)Nc1cccc2ccccc12
 : -1% | 13 | 1% | -7% | -7% | -25%
O=C(COc1ccccc1)Nc1cc(Cl)ccc1Cl
 : 9% | 56 | 2% | 13% | ? | -12%
O=C(NN=C1CCCCCC1)c1cc(-c2ccccc2)nc2ccccc12
 : -1% | -12 | -4% | -16% | ? | -42%
Cc1cc(C)cc(NC(=S)N2CCC(NC(=O)c3ccc(F)cc3)CC2)c1
 : -5% | -21 | 1% | 1% | -10% | -1%
CCCC1CCc2c(sc(N)c2C(N)=O)C1 (configuration not stated)
 : -19% | -17 | ? | 7% | ? | -29%
CCOC(=O)c1ccccc1NC(=O)NC(C)c1c(-n2cccc2)sc(C)c1C (configuration not stated)
 : . | -4 | . | -8% | -3% | .
O=C(CCl)N(c1ccccc1)C1CCCCC1
 : . | -113* | 4µM* | 3.2µM* | -4% | -4%
CCCC(=O)Nc1cc(-c2nn(C)c(=O)c3ccccc23)ccc1OC
 : -11% | 126 | -16% | -8% | -15% | -4%
Cn1cc(CN2CCCC(C(=O)Nc3ccc(-c4cccc(F)c4)cc3)C2)cn1 (configuration not stated)
 : . | -72* | ? | -16% | 0% | 128%[activator]
O=C(CCS(=O)(=O)c1ccc(F)cc1)Nc1nnc(-c2ccc(F)cc2)o1
 : . | 7 | 12% | 2% | -18% | -12%
CCn1c(=O)cc(OCC(=O)NCc2ccc(F)cc2Cl)c2ccccc21
 : . | 6 | . | -3% | 0% | .
COc1cc2nc(CN3CCC(C(O)(c4ccccc4)c4ccccc4)CC3)[nH]c(=O)c2cc1OC
 : 0% | -35 | ? | -8% | 2% | 0%
COc1ccc(NC(=O)C2=C(C)Nc3ncnn3C2c2ccc(O)cc2)cc1 (configuration not stated)
 : . | 7 | . | 1% | 2% | .
COc1ccc(C2CC(c3ccc(OC)cc3)n3nc(NS(C)(=O)=O)nc3N2)cc1 (configuration not stated)
 : 8% | 22 | 7% | -1% | -3% | -21%
COc1cc(C2C(C(=O)OCC(C)C)=C(C)N=C3SCCC(=O)N32)ccc1OCc1ccccc1 (configuration not stated)
 : . | -3 | . | 0% | 2% | .
COc1ccc(-c2cc3ccc(OCC(N)=O)cc3oc2=O)cc1OC
 : -5% | 18 | 8% | 3% | -8% | -6%
CCn1ccc2cc(S(=O)(=O)N3CCCN(C(=O)NCCOC)CC3)ccc21
 : . | 8 | . | ? | 14% | .
CCCCCn1c(=O)[nH]c2cc(C(=O)Nc3ccc(OC)c(OC)c3)ccc2c1=O
 : . | 3 | . | -1% | -2% | .
Cc1cc(C)nc(SCNC(=O)c2ccc(F)cc2)n1
 : -13% | 1 | -2% | ? | -5% | 1%
COCCn1c(-c2ccccc2)nc(=S)c2c1CC(C)(C)OC2
 : -1% | 1 | 1% | -11% | -6% | -9%
COc1ccc(N(CC(=O)NC2CCCC2)C(=O)Cn2nnc(-c3ccc(C)cc3)n2)cc1OC
 : -2% | 51 | . | 2% | -12% | -1%
CNc1ccccc1C(=O)OCC(=O)Nc1ccc2c(c1)OCO2
 : . | -9 | -7% | -18% | ? | -31%
CCN1CCN(C(=O)/C=C/c2cccc(Cl)c2)CC1
 : 4% | 21 | 4% | 6% | -12% | -5%
CC(=O)c1ccccc1NS(=O)(=O)c1cccc2nsnc12
 : 8% | -22 | 8% | 3% | -14% | -29%

# The list continues.
# Below each SMILES: FBPA Giardia inh | HCMV antiviral | HCV inh | Sm TGR block | AmpC detergent | AmpC inh no detg
CCOc1ccc(N(C(C)C(=O)N2CCCC2)S(C)(=O)=O)cc1 (configuration not stated)
 : 4% | 3 | -8% | 11% | -10% | -14%
O=C(NCCCCNC(=O)c1ccccn1)c1ccccn1
 : -16% | -13 | 12% | 9% | 8% | -8%
COc1ccc2[nH]c(C(=O)N/N=C/c3ccc(OC)c(O)c3)cc2c1
 : 9% | -74* | -14% | 4% | 3% | -26%
COc1ccc(-c2cn[nH]c2-c2ccc(OCc3ccccc3)cc2O)cc1OC
 : 0% | -37 | ? | 39%[activator] | 16% | -49%
COc1ccc(OC)c(C(=O)COC(=O)C(CCSC)NC(=O)COc2ccccc2)c1 (configuration not stated)
 : . | 0 | -87% | -21% | ? | -5%
O=C(NCc1cccnc1)C1CCCN(S(=O)(=O)c2cccc3nsnc23)C1 (configuration not stated)
 : -1% | ? | 4% | -7% | ? | -18%
c1ccc(-c2cc(N3CCOCC3)nc(-c3ccccc3)n2)cc1
 : 10% | -23 | -16% | 1% | -1% | -19%
Cc1ccc(OC(=O)c2c(C)nn(-c3ccccc3)c2C)cc1
 : -3% | 61 | ? | 1% | 0% | -1%
CCCCC(=O)NC(=S)Nc1ccccc1N1CCCCC1
 : 5% | 2 | 1% | 0% | -3% | -17%
CC1(c2ccc(Cl)cc2)NC(=O)N(CC(=O)Nc2cccnc2Cl)C1=O (configuration not stated)
 : . | 0 | 5% | 0% | ? | -8%
O=C1c2ccccc2C(=O)N1CC#CCN1CCN(C2CCCCC2)CC1
 : -7% | -32 | -3% | ? | -15% | -21%
COc1cc(NC(=O)c2cccs2)c(C(=O)OCC(=O)NC(C)c2ccccc2)cc1OC (configuration not stated)
 : 1% | 5 | ? | -6% | 1% | 33%
O=c1c(Cc2ccc(F)cc2)c(O)ccn1CCCn1ccnc1
 : -13% | -11 | 6% | 7% | -8% | 1%[2.29 µM]
Cc1nc2ccc(NC(=O)c3cnc(Cl)c(Cl)c3)cc2s1
 : 1% | -7 | 6% | -6% | -17% | 15%
Cc1c(Cl)cccc1N1CC(c2nc3ccccc3n2Cc2ccccc2F)CC1=O (configuration not stated)
 : . | -37 | . | 13% | -1% | .

# Part of the list above, set out differently.
Compound	FBPA Giardia inh	HCMV antiviral	HCV inh	Sm TGR block	AmpC detergent	AmpC inh no detg
COC(=O)Cn1c(N2CCCC2)nc2c1c(=O)n(C)c(=O)n2C	-13%	4	11%	15%	6%	-7%
O=C(c1c(Cl)nc2sccn12)N1CCCc2ccccc21	-17%	-18	12%	-19%	1%	-18%
O=C(COC(=O)Cc1cccc(C(F)(F)F)c1)Nc1cccc2ccccc12	-1%	13	1%	-7%	-7%	-25%
CN1CCN(C(=O)c2ccc(COc3ccc(C(C)(C)C)cc3)o2)CC1	-1%	79	-19%	-26%	?	107%[activator]
COc1ccc(-c2cc3ccc(OCC(N)=O)cc3oc2=O)cc1OC	-5%	18	8%	3%	-8%	-6%
Cc1cc(C)nc(SCNC(=O)c2ccc(F)cc2)n1	-13%	1	-2%	?	-5%	1%
